# NCI-60 one-dose screen, 48 h, at 10 µM unless noted. Numbers give growth in % (100 = growth as untreated, 0 = no growth, -100 = all killed).
# HL-60(TB) = HL-60(TB) leukemia cells | hit rate 9% among 78,000 | AID 1794776; active means growth percent below 10
# Starred values were filed as active, the others as inactive; & = joins results of further samples. Only part of the results is shown (hit frequency here may not be typical).
SMILES,HL-60(TB)
Cc1nn(-c2ccccc2)c2c1N=c1s/c(=C\c3ccc(C(F)(F)F)cc3)c(=O)n1C(C)N2 (stereo unspecified),57
Cc1cc2nc3c(=O)[nH]c(=O)nc-3n(CC(O)C(O)C(O)CO)c2cc1C (stereo unspecified),126&96&101
NS(=O)(=O)c1ccc(N2C(=O)[C@H]3CC=CC[C@H]3C2=O)cc1,106
O=C(O)c1ccc(N/N=C/c2cn(-c3ccc(C(=O)O)cc3)nc2-c2ccc(F)cc2)cc1,109
COc1ccc2nc3cc(Cl)ccc3c(NCCNCC(O)CO)c2c1 (stereo unspecified),16
N#Cc1c(-c2ccccc2)c2c(N)nn(-c3ccccc3)c2[nH]c1=O,97
Cc1ccc(-c2nc3sccn3c2/C=C/C(=O)c2ccccc2C(F)(F)F)cc1,79
CC(=O)c1ccc(NC(=O)CN2CCN(c3cc(=O)[nH]c4ccc(F)cc34)CC2)cc1,94
O=C(/C(=C/c1cccc([N+](=O)[O-])c1)c1ccccc1)c1ccccc1,11
CC1(C)N=C(N)N=C(N)N1c1ccc(CCc2ccc(Cl)cc2S(=O)(=O)F)c(Cl)c1,42
COc1cc(OC)cc(-c2n[nH]nc2-c2ccc3c(c2)OCO3)c1,8.7*
Cn1c(O)c(/C=N/c2nccs2)c2ccccc21,136

# Continued, overlapping the part above by three compounds.
SMILES,HL-60(TB)
CC1(C)N=C(N)N=C(N)N1c1ccc(CCc2ccc(Cl)cc2S(=O)(=O)F)c(Cl)c1,42
COc1cc(OC)cc(-c2n[nH]nc2-c2ccc3c(c2)OCO3)c1,8.7*
Cn1c(O)c(/C=N/c2nccs2)c2ccccc21,136
COC(C)CCO (stereo unspecified),87
C[N+](C)([O-])c1ccc(/C=C/c2c(F)cccc2F)cc1,95
N=C(N)CC(N)=O,97
CC(c1ccccn1)C(C)(O)C(C)c1ccccn1 (stereo unspecified),70
O=C(O)c1cn(C2CC2)c2cc(N3CCN(Cc4nnc(Nc5ccccc5)o4)CC3)c(F)cc2c1=O,91
COc1ccc(CCC(N)c2ccccc2)cc1OC (stereo unspecified),99
COc1cc(/C=N\NC(=O)c2cnn(CC(O)c3ccccc3)c2N)cc(OC)c1OC (stereo unspecified),104
O=C(CN1CCNCC1)Nc1cccc(-c2cc3ccccc3[nH]2)c1,68
CCCCOc1cc(C(=O)NCCN(CC)CC)c2ccccc2n1,97
O=C(NC1CCCC1)c1ccc(C(=O)NC2CCCC2)cc1,97
O=C(O)CN(CCN1CC(=O)OC(=O)C1)CCN1CC(=O)OC(=O)C1,67
OC(c1cc(-c2ccc(Cl)cc2)nc2c(Cl)cccc12)C1CCCCN1 (stereo unspecified),-67*
N=C(N)n1c(N)nc2ccccc2c1=O,91
C#CCNC(=O)[C@H](Cc1ccccc1)NC(=O)[C@]12CC[C@@H](C(=C)C)[C@@H]1[C@H]1CC[C@@H]3[C@@]4(C)CCC(=O)C(C)(C)[C@@H]4CC[C@@]3(C)[C@]1(C)CC2,33
COC(=O)/C=C/NC(=O)c1ccccc1C(=O)OC,73
CNC(=O)c1ccccc1Nc1nc(Nc2ccc3c(c2OC)CCC[C@H](N2CCN(CCO)CC2)C3)ncc1Cl,-46*
C[n+]1ccc(Nc2ccc(NC(=O)c3ccc(C(=O)Nc4ccc(Nc5cc[n+](C)cc5)cc4)cc3)cc2)cc1,81
CCCCCC#CC(=O)O,97
Cc1ccc(S(=O)(=O)C/C(=N\Nc2ccccc2)c2cc3ccccc3oc2=O)cc1,100
Cc1cc(Nc2ccc(CCO)cc2)nc(N)n1,108
CCCCCCCCCCCCCCCCNC(=O)Nc1ccc(C)cc1,89
CN(CC(=O)c1ccc(Cl)cc1)Cc1ccccc1,109
O=C1NC2C(NC(=O)N2Cl)N1Cl (stereo unspecified),82
C=CC(=O)Nc1cccc(-c2nc(SC)nc(Nc3ccc(OC)cc3)c2C#N)c1,97
C[C@@H](C[C@H](CCOC(=O)N1CCOCC1)c1ccccc1)c1ccoc1,95
C=C(C)[C@@H]1CC[C@]2(C=NCC#CCN3CCN(C)CC3)CC[C@]3(C)[C@H](CC[C@@H]4[C@@]5(C)CCC(=O)C(C)(C)[C@@H]5CC[C@]43C)[C@@H]12,101
COc1ccc(/C=C\C(C)=N\NC(=O)c2ccncc2)cc1,107
Nc1ncc(/C=C/CNC(=O)c2cc3ccccc3[nH]2)[nH]1,95
CCn1c(Sc2nnc(NC(=O)c3ccccc3)s2)nc2c1c(=O)n(C)c(=O)n2C,114
CCOC(=O)c1cnn(-c2nc(-c3ccc(Cl)cc3)c(C#N)c(N3CCOCC3)n2)c1N,98
Cc1ccc(-n2c(=S)[nH]c3ccc(C)cc3c2=O)cc1,107&105
CCOC(=O)N/N=C/C=N/NC(=O)OCC,107
O=C(O)c1ccc(NC(=S)NC(=O)c2ccc(Cl)cc2)cc1,118
COc1ccc2c(CSc3nc(-c4ccc(Cl)cc4)c(C#N)c(N4CCN(C)CC4)n3)cc(=O)oc2c1,101
CO/N=C1\CC[C@]2(C)[C@H]3CC[C@]4(C)C(=O)CC[C@H]4[C@@H]3C[C@@H]3SC(N)=N[C@@]32C1,92
O=C(O)CCCCCN1C(=O)/C(=C/c2ccc(O)c(O)c2)SC1=S,101
CC(C)c1nc2ccccc2n1CC(=O)c1ccc(C#N)cc1,93
O=C(C[C@]1(O)C(=O)Nc2ccc(Br)cc21)c1ccccn1,100
Cc1ccc(S(=O)(=O)c2nc(S(=O)(=O)NCc3ccccc3)sc2N2CCOCC2)cc1,103
O=C1C=C(c2ccccc2)C(c2ccccc2)C1 (stereo unspecified),90
Oc1ccc(O)c2c1C1(Cl)C(Cl)=C(Cl)C2(Cl)C1(Cl)Cl,31
CCOC(=O)/C=C1/SC(=Nc2ccc(C)cc2)N(Cc2ccco2)C1=O,86
COc1ccc(NC(=O)CCn2ccccc2=O)cc1,121
CCOC(=O)C1=C(C)N=c2s/c(=C\c3ccccc3O)c(=O)n2C1c1ccc(OC)c2ccccc12 (stereo unspecified),-49*
CCCN1C(=O)/C(=c2\sc3n(c2=O)NC2C(N=3)N(CC)C(=O)N2CC)c2ccccc21 (stereo unspecified),-18*
CCCCN(C(=O)CCC)c1ccccc1,95
Nc1nc(-c2ccccc2Cl)cc(-c2cc3ccccc3oc2=O)n1,109
O=C(CSc1nccc(Nc2ccc(S(=O)(=O)Nc3nccs3)cc2)n1)c1ccc(F)cc1,104
CC(/C=C1\SC(=S)N(CC(=O)NC(Cc2c[nH]c3ccccc23)C(=O)O)C1=O)=C\c1ccccc1 (stereo unspecified),100
Nc1nonc1-c1nc2ccccc2n1CCO,99
COC(=O)C1=Nc2c/c(=C\c3cc(-c4cc(OC)ccc4OC)oc3O)oc2=C1,114
COc1cc(C2=NNC(=O)Cc3cc4c(cc32)OCCO4)ccc1N,96
COc1ccc(CNC(=O)CSc2nc3ccccc3c(=O)n2CCc2ccc(S(N)(=O)=O)cc2)cc1,100
O=C(c1ccccc1)C(Cc1ccccc1)c1ccccc1 (stereo unspecified),99
C=CCSc1nnc(-c2ccc3nc(-c4ccc(OC)c(OC)c4)[nH]c3c2)o1,109
O=S(=O)(NC1C2c3ccccc3C(c3ccccc32)C1O)c1ccc(Cl)cc1 (stereo unspecified),107
Cc1[nH]c(C2CC(c3ccc(C(F)(F)F)c(F)c3)=NN2c2ccccc2)c(C)c1C(=O)NCC(F)(F)F (stereo unspecified),88
CCCCCCCCCCCCOC(=O)CCSCCC(=O)OCCCCCCCCCCCC,87
O=C(O)COc1cccc2cccnc12,107
Cc1nc2sccn2c1-c1csc(Nc2ccccc2Cl)n1,19

# The list goes on (3 carried over from the part before).
SMILES,HL-60(TB)
CCCCCCCCCCCCOC(=O)CCSCCC(=O)OCCCCCCCCCCCC,87
O=C(O)COc1cccc2cccnc12,107
Cc1nc2sccn2c1-c1csc(Nc2ccccc2Cl)n1,19
CCOC(=O)c1sc2ncnc(Nc3ccc(OCc4ccc(Cl)cc4)cc3)c2c1C,100
Cc1ccnc2ccccc12,119
COc1ccccc1N/N=C/c1cc(OC)c(OC)c(OC)c1,87
COc1ccc(-c2nc(-c3ccccc3)c(-c3ccccc3)[nH]2)cc1OC1CCCCC1,98
COc1ccc2c(c1)OC13Oc4cc(OC)ccc4C=C1CSCC3=C2,98
NS(=O)(=O)c1ccc(CCN2C(=O)c3cccc4cccc(c34)C2=O)cc1,92
NN1c2nc3c(cnn3-c3ccccc3)c(=O)n2N=C2C(NC(=S)N2c2ccccc2)C1c1ccccc1 (stereo unspecified),102
COc1ccc(-n2c(SCC(=O)Nc3ccc(S(=O)(=O)Nc4nccs4)cc3)nc3ccccc3c2=O)cc1,77
O=C(N/N=C\c1ccc(Cl)cc1)C(=O)N/N=C\c1ccc(Cl)cc1,108
Cc1ccccc1OP(=S)(Oc1ccccc1C)Oc1ccccc1C,116
O=c1[nH]nc(-c2ccccc2)o1,98
CC(C)=CCC/C(C)=C/COC(=O)[C@H](C)NC(=O)[C@@H]1CCCN1C(=O)CNC(=O)C(C)(C)C,93
O=C(CSc1nnc2n1N=C(c1ccccc1)CS2)c1ccc(F)cc1,86
CC(=O)Nc1ccc(N)cc1S(=O)(=O)O,90
CCC(C)(C)c1ccc([N+](=O)[O-])cc1,68
O=C1CC(=O)N2CCSC2=N1,96
Brc1ccc2[nH]cc(-c3cncn3Cc3ccc(I)cc3)c2c1,53
CC1=Nc2cnc(Nc3ccc(OCCN(C)C)cc3)nc2Nc2ccccc21,93
COc1cc2c(cc1Cc1cccc(Cl)c1F)c(=O)c(C(=O)O)cn2[C@@H](CO)C(C)C,37
CNC(=O)c1cc(Oc2ccc3nc(NC(=O)Nc4ccc(N5CCC(N(C)C)CC5)cc4)sc3c2)ccn1,77
CCCCCCCCCCCCCCCC[N+]1(C)CCCC1c1cccnc1 (stereo unspecified),1.6*
CC(C)CCC[C@@H](C)[C@H]1CC[C@H]2[C@@H]3CC[C@]45O[C@H]4C(=O)CC[C@]5(C)[C@H]3CC[C@]12C,99
NC(=O)NCN1CCOCC1,111
COc1cc(-c2ccc(NS(=O)(=O)c3ccccc3)c(OC)c2)ccc1NS(=O)(=O)c1ccccc1,96
CC(=O)N(c1ccccc1)c1nc2ccccc2s1,106
O=C(O)c1ccc(N2C(=O)/C(=C\c3ccc(-c4ccccc4F)o3)SC2=S)cc1O,100
C#C[C@]1(O)CC[C@H]2[C@@H]3CC=C4c5sc(Nc6cc(C)cc(C)c6)nc5CC[C@]4(C)[C@H]3CC[C@@]21C,-2.9*
O=C(OCc1ccc2c(Cl)cc(Cl)c(O)c2n1)c1cc2ccccc2[nH]1,-36*
CCOP(=O)(OCC)C(NC(=O)CN)C(=O)N1CCCCC1 (stereo unspecified),92
Cc1[nH]c(C2CC(c3ccc(C(F)(F)F)c(F)c3)=NN2C)c(C)c1C(=O)NCC(F)(F)F (stereo unspecified),97
Cc1[nH]cc([N+](=O)[O-])[n+]1CCO,100
CCOC(=O)c1cncc(C(=O)OCC)c1,100
NCCCN1CCCN=C1C1=NCCCN1CCCN,99
COc1ccc(-n2cnc3c(sc4ncc(Br)cc43)c2=O)cc1,95
O=C(Nc1ccc(Nc2ccncc2)cc1)c1ccc([N+](=O)[O-])cc1,-75*
NC(=O)C(CCc1nc2ccccc2[nH]1)NS(=O)(=O)c1ccccc1 (stereo unspecified),102
CC(=O)SCCCON1C(=O)c2ccccc2C1=O,92
CCOC(=O)c1c(N)ssc1=S,97
C[C@@]12c3cc4c(cc3CCN1C(=O)O[C@H]2c1ccccc1Br)OCO4,93
N/C(=N/N=C/c1ccccc1)N/N=C\c1ccccc1,44
CCCCCC(CC)C(CC)CO (stereo unspecified),123
COc1ccc(CC(C)=C(c2ccc(OCCN(C)C)cc2)c2ccc(OCCN(C)C)cc2)cc1,41
COC(=O)c1ccc(Br)cc1,99
COc1ccc(C(=O)Nc2ccc(-c3ccc4c(c3)NC(=O)/C4=C\c3ccc[nH]3)cc2)cc1,90
O=S(=O)(NCCNc1nccc(-n2cnc3ccccc32)n1)c1ccc(F)cc1,106
C[C@]12C=CC(=O)C=C1CCC1C2[C@@H](O)C[C@@]2(C)C1CC[C@]2(O)C(=O)COP(=O)(O)O (stereo partly specified),99
CCC(CC)(C(=O)Nc1ccc2nc(C)cc(N)c2c1)C(=O)Nc1ccc2nc(C)cc(N)c2c1,101
O=C(O)c1ccccc1Oc1cc(-c2ccco2)nc(OCCBr)n1,100

# Quoted at random: 4 records from the list, in no set order.
SMILES,HL-60(TB)
CCC(CC)(C(=O)Nc1ccc2nc(C)cc(N)c2c1)C(=O)Nc1ccc2nc(C)cc(N)c2c1,101
N/C(=N/N=C/c1ccccc1)N/N=C\c1ccccc1,44
C[C@]12C=CC(=O)C=C1CCC1C2[C@@H](O)C[C@@]2(C)C1CC[C@]2(O)C(=O)COP(=O)(O)O (stereo partly specified),99
COC(=O)c1ccc(Br)cc1,99

# New compounds follow:
SMILES,HL-60(TB)
C=CCC1(Cc2ccsc2)C(=O)NC(=O)NC1=O,102
Cc1sc(NC(=O)c2ccccc2)c(C(c2cccs2)N2CCN(c3ccccc3)CC2)c1C (stereo unspecified),105
Cn1c(=O)sc2ccccc21,93
Oc1cccc(-c2nc(-c3nnc(Nc4ccc(Br)cc4)o3)cc3c2[nH]c2ccccc23)c1,72
COc1ccc(/C(C)=C(/c2ccc(OCCCN(C)C)cc2)c2ccc(OC(=O)Cc3ccccc3)cc2)cc1,72
CNc1ccc([N+](=O)[O-])cn1,87
CSc1nnc(-c2ccc(NC(=O)c3cccnc3)cc2)n1N,100
COc1ccc(-c2nc3ncccn3c2-c2nnc(-c3ccsc3C)o2)cc1,93
Cc1cc(C)nc(SCC(=O)Nc2cccc(N=Cc3c(O)ccc4ccccc34)c2)n1,101

# Source: PubChem BioAssay
